# Screens as filed in PubChem.
# influenza NS1A: H1N1 influenza NS1A inhibitors, functional cell based assay (AID 504329); 340,000 tested, 0.3% active; one-dose inhibition, % at 12.5 µM; IC50 in µM for titrated hits; NS1A functional cell-based assay, percent inhibition; higher % means a stronger effect; in the data active = a potency from the dose series; inconclusive = inhibition above about 27% without an active follow-up result; also: strong numbers were not always called active
# VEEV TC-83 Vero: inhibitors of VEEV TC-83 cytopathic effect, confirmation, Vero cells (AID 588727) | Vero cells, VEEV TC-83 cytopathic effect inhibition; higher % means a stronger effect | inhibition, % at 20 µM, or IC50 in µM where a hit was titrated | 350,000 tested, 0.13% active; in the data active = a potency from the dose series; inconclusive = inhibition mostly from about 14% at the one dose, without a potency; inactive = the rest, 99 in 100 with inhibition below about 12%; also: strong numbers were not always called active
# tuberculosis growth: growth inhibition of non-replicating M. tuberculosis (AID 488890). inhibition, % at 25 µM, or IC50 in µM where a hit was titrated. 320,000 tested, 0.39% active. Mycobacterium tuberculosis non-replicating, growth inhibition; higher % means a stronger effect; in the data active = a potency from the dose series; inconclusive = inhibition mostly from about 82% at the one dose, without a potency; inactive = the rest, 99 in 100 with inhibition below about 76%;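 also: plate controls were DMSO cells for no effect and high antibiotic wells for full effect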
# H37Rv inhibition: M. tuberculosis growth inhibition, HTS (AID 449762) | inhibition, % at 25 µM, or IC50 in µM where a hit was titrated | M. tuberculosis H37Rv growth inhibition, 7H9 media; higher % means a stronger effect | 330,000 tested, 0.59% active; in the data active = a potency from the dose series; inconclusive = inhibition above about 70% without an active follow-up result;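 also: bacterial growth assessed after seven days of incubation; strong numbers were not always called active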
# PhoP GFP inhibition: PhoP regulon inhibitors, Salmonella typhi PhoP promoter GFP reporter, confirmatory (AID 1850). Salmonella Typhi PhoP-promoter GFP reporter, fluorescence, 4 h; higher % means a stronger effect. inhibition, % at 50 µM, or IC50 in µM where a hit was titrated. 310,000 tested, 0.33% active; in the data active = a potency from the dose series; inconclusive = inhibition mostly from about 25% at the one dose, without a potency; inactive = the rest, 99 in 100 with inhibition below about 19%;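 also: 0% = induced wells with vehicle and 100% = uninduced wells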
# VEEV TC-83 Vero 10K pilot screen: further read-out of VEEV TC-83 Vero, marked with its call; inhibition, %; measured here: 10K pilot screen inhibition
# An asterisk follows results filed as active; i = inactive; ? = inconclusive; . = not tested or not shown. Rows were taken by chance; about 1.5% have a hit in one of these screens.
SMILES,influenza NS1A,VEEV TC-83 Vero,tuberculosis growth,H37Rv inhibition,PhoP GFP inhibition,others
COc1ccc(-c2csc(Cc3nnc4n3CCCCC4)n2)cc1,11%,3.4%,0%,3%,3%,
O=C(CSC1=NCCS1)Nc1nc(-c2ccccc2)cs1,8%,5.0%,64%,?,-10%,
CCOc1cc2[nH]c(=S)n(CC3CCCN3CC)c(=O)c2cc1OCC (configuration not stated),5%,4.9%,11%,3%,-9%,
O=C(NCc1ccccc1Cl)C(=O)NCC1OCCN1S(=O)(=O)c1ccc(F)cc1 (configuration not stated),8%,6.0%,18%,-1%,-6%,
CC(C)(C)OC(=O)[C@H](Cc1ccccc1)NC(=O)c1nc[nH]c1C(=O)N1CCNCC1,-26%,0.1%,9%,2%,.,
CCOC(=O)N1N=C(c2ccc(OC)cc2)CC1(O)C(F)(F)F (configuration not stated),2%,1.0%,2%,4%,-3%,
Cc1cc(N2CCCC2)ccc1/C=C1\NC(=S)N(C)C1=O,16%,1.3%,27%,8%,-2%,
COc1ccc([C@H]2CC(=O)C=C(c3cc(C)ccc3F)C2)cc1,10%,i,14%,0%,.,VEEV TC-83 Vero 10K pilot screen=1.6
CCCCOc1ccc(C(=O)NCC(=O)NCC(c2ccc(F)cc2)N2CCOCC2)cc1 (configuration not stated),-13%,0.4%,20%,5%,1%,
COc1ccccc1C(CNC(=O)c1cccc(S(=O)(=O)N2CCCc3ccccc32)c1)N(C)C (configuration not stated),-1%,3.1%,.,.,.,
CC(=O)CCC(=O)N1CCC(n2nccc2NC(=O)c2ccccc2C)CC1,-10%,i,6%,0%,20%,
NCCCn1c(C(=O)c2cc(Cl)c(N)c(Cl)c2)c2ccccc2[n+]1[O-],6%,9.7%,31%,2%,1%,
CC(C#CCN1CCCCC1)OCCOCc1ccccc1 (configuration not stated),5%,3.8%,-1%,3%,-2%,
Cc1nc(N)sc1N=Nc1c(C)n(C)n(-c2ccccc2)c1=O,8%,i,-5%,0%,-1%,
Cc1ccccc1C(=O)N1CCN(c2ccc(N3CCOCC3)nn2)CC1,6%,i,0%,-4%,6%,
CC(C)c1ccc2[nH]c3nc(SCC(=O)NC4CC4)nnc3c2c1,6%,3.6%,-5%,6%,-3%,
S=C(NCCCc1ccccc1)Nc1ccc(Br)cc1,-10%,1.0%,?,?,-11%,
CC(/C=N/Nc1nc(C)cc(=O)[nH]1)=C\c1ccccc1,9%,1.9%,-21%,4%,3%,
Cc1ccc(C(=O)NC(c2ccccc2)C(Cl)Cl)cc1 (configuration not stated),4%,i,?,-4%,-1%,
CC(=O)Oc1ccc(N(c2ccccc2)S(=O)(=O)c2ccc(C)cc2)cc1,-6%,1.4%,-3%,-2%,-1%,
COC(=O)Cc1ccc(NC(=S)N2CCN(c3ccc(F)cc3)CC2)cc1,-5%,i,?,-1%,2%,
OCCNc1nc(SCc2ccccc2)nc2sc3c(c12)CCC3,-11%,i,.,.,-4%,
Cc1cc(N2CCOCC2)nc2ccc(NC(=S)N3CCN(Cc4ccccc4)CC3)cc12,4%,2.9%,1%,?,-2%,
CSc1ccc(S(=O)(=O)NC2CC3CCC2C3)cc1 (configuration not stated),-4%,i,21%,7%,-12%,
CC(C)CCc1c(O)nc(SCC(C)C)[nH]c1=O,-6%,0.6%,28%,3%,4%,
CCC1=Nc2cc(C(=O)NCc3ccco3)ccc2Sc2ccc(C)cc21,22%,10%,32%,1%,-4%,VEEV TC-83 Vero 10K pilot screen=6.0
C=CCn1c(SCC(=O)c2ccc(Cl)cc2)nnc1-c1ccc2c(c1)OCO2,0%,2.2%,?,-1%,-1%,
COc1cc(NC(=O)C2CCN(S(=O)(=O)c3ccc(Cl)cc3)CC2)ccc1-n1cnnn1,3%,0.8%,19%,-2%,14%,
Cc1cccc(C2CC(c3ccc(Br)cc3)Nc3nc(N)nn32)c1 (configuration not stated),-9%,1.2%,27%,-7%,9%,
CCCn1nc(C(=O)N2CC(=O)Nc3ccccc32)c2ccccc2c1=O,3%,9.1%,-8%,-8%,-15%,
CCOC(=O)[C@@H]1CCNC[C@@H]1c1ccccc1,2%,i,-6%,11%,-3%,
C#CCOc1ccc(Br)cc1/C=N/O,-5%,i,4%,-10%,-1%,
CN(/N=C/Cc1nnnn1-c1ccc(Cl)cc1)c1ccccc1,1%,3.6%,-1%,6%,-1%,
O=c1cc(CSCc2ccc(Cl)cc2)[nH]c(=O)[nH]1,-12%,i,-18%,-3%,0%,
O=C(CC(NC(=O)OCc1ccccc1)C(=O)O)OCc1ccccc1 (configuration not stated),-13%,1.0%,10%,4%,8%,
COc1ccc(-c2nnn(CC(=O)N(CCCO)C(C(=O)NC3CCCC3)c3ccncc3)n2)cc1 (configuration not stated),-8%,i,15%,4%,0%,
COc1ccc(-c2ccc(SCc3cccnc3)nn2)cc1OC,-18%,4.6%,24%,8%,3%,
CCN(c1ccccc1)S(=O)(=O)c1ccc(OC)c(NC(=O)Cc2ccccc2OC)c1,-8%,1.4%,39%,-4%,.,
COc1ccc(Cc2nnc(SCC(=O)c3ccc4c(c3)NC(=O)CO4)o2)cc1,-3%,0.6%,61%,15%,-3%,
O=C(Nc1ccc2cn[nH]c2c1)c1ccc(Cl)c(S(=O)(=O)N2CCOCC2)c1,-4%,i,6%,2%,7%,
O=S(=O)(CCNCc1ccccc1)NC1CCCCC1,-4%,0.7%,.,.,.,
CC(C)C(NS(=O)(=O)c1ccc2c(c1)oc(=O)n2C)C(=O)N1CCN(Cc2ccccc2)CC1 (configuration not stated),4%,0.1%,-7%,-16%,-2%,
Nc1ncnc2c1ncn2[C@@H]1O[C@H](CNCc2ccc(-n3cccn3)cc2)[C@@H](O)[C@H]1O,-1%,0.6%,0%,0%,.,
COC(=O)CSc1nc2cc(C)cc(C)c2cc1C#N,-3%,2.6%,8%,3%,-1%,
CCCC(=O)c1c(C)c2ccccc2n1C,-3%,i,9%,2%,-1%,
CN1CCN(C(=O)c2cc(-c3ccccc3)on2)CC1,-6%,0.9%,0%,9%,7%,
O=C(c1ccc(S(=O)(=O)c2ccccc2Cl)c([N+](=O)[O-])c1)N1CCN(Cc2ccccc2)CC1,14%,8.9%,28%,1%,-3%,
O=C(NC1CCCCC1)[C@@H]1CC=C[C@@H]2CCN(Cc3ccccc3)C(=O)[C@@H]21,-13%,0.2%,2%,1%,2%,
COc1ccc(CN(C)S(=O)(=O)c2c(C)noc2C)cc1OC,-4%,i,-6%,-11%,.,
COc1n[nH]c2nncnc12,-2%,1.8%,?,0%,3%,
Cc1ccc(-c2ccc(/C=C3/NC(=O)NC3=O)o2)cc1[N+](=O)[O-],-14%,8.0%,.,.,.,
CCN(CC)CCN(CC(=O)N(C1CCCCC1)C1CCCCC1)C(=O)c1cccnc1,6%,i,-7%,0%,7%,
CCOc1cc(/C=C(/C#N)c2ccc(Cl)cc2)cc(Cl)c1OCC(=O)O,-4%,1.1%,.,.,.,
COc1ccc(CCNC(=O)c2ccc(CN3CCC(Cc4ccccc4)CC3)cc2)cc1OC,-3%,0.2%,66%,56%,-3%,
CC(C)NS(=O)(=O)c1ccc(NC(=O)Cc2cccs2)cc1,1%,1.1%,15%,-9%,-7%,
O=C(CSc1nnc(-c2ccncc2)o1)Nc1nncs1,13%,0.9%,-7%,10%,1%,
CCn1nc(C)c(CN2CCCC(CNS(=O)(=O)c3ccc(OC)cc3)C2)c1C (configuration not stated),-2%,i,5%,-5%,-9%,
CC1(C)CC(NC(=O)C2CCN(S(=O)(=O)c3ccccc3C(F)(F)F)CC2)CC(C)(C)N1,-4%,0.9%,5%,-16%,-8%,
Cc1ccc(-n2nc3c(=O)n(CC(=O)NCCC4=CCCCC4)nc(C)c3c2C)cc1,0%,i,11%,-3%,-22%,
COc1cc(C2C(C#N)=C(N)N(c3sc4c(c3C#N)CCCC4)C3=C2C(=O)CC(C)(C)C3)cc(OC)c1OC (configuration not stated),9%,0.0%,-6%,-10%,4%,
# Later entries.
SMILES,influenza NS1A,VEEV TC-83 Vero,tuberculosis growth,H37Rv inhibition,PhoP GFP inhibition,others
O=C(Nc1nc2ccccc2s1)Nc1ccc(F)cc1F,-23%,0.6%,1%,-5%,2%,
Oc1ccc(-c2n[nH]c(=S)n2Cc2ccccc2)cc1,-11%,0.6%,11%,-6%,3%,VEEV TC-83 Vero 10K pilot screen=1.1
Clc1ccc(SCCCCn2ccnc2)cc1,-11%,2.6%,4.9µM*,?,12%,
CCSc1nnc(NC(=O)CSc2nc3c(c(=O)n2CCOC)SC(C)C3)s1 (configuration not stated),4%,1.3%,21%,-7%,-7%,
COc1cccc(C(C(=O)NC2CCCC2)N(C(=O)CNC(=O)c2ccco2)c2cccnc2)c1 (configuration not stated),-3%,0.3%,-7%,1%,2%,
O=[N+]([O-])c1cc(CN2CCN(c3cccc(C(F)(F)F)c3)CC2)c2cccnc2c1O,.,8.5%,?,?,21µM*,
COC(=O)c1[nH]c2ccc(Br)cc2c1NC(=O)CN1CCN(C2CCCCC2)CC1,1%,7.2%,?,19%,-9%,
O=C(Nc1ccccc1)/C(=C/c1ccccc1)NC(=O)c1ccco1,1%,1.6%,-15%,3%,-5%,
O=C(O)c1ccc(-c2noc(-c3ccccc3Cl)n2)cc1,-7%,0.7%,28%,2%,-10%,VEEV TC-83 Vero 10K pilot screen=1.1
CCOc1ccc(C(C(=O)NC2CCCCC2)N(C(=O)c2csnn2)C2CC2)cc1 (configuration not stated),11%,0.6%,-3%,11%,-30%,
CCOC(=O)[C@@H]1[C@H]2COc3ccc(Br)cc3[C@H]2N2C(=O)N(c3ccc(F)cc3)C(=O)[C@]12C,13%,i,31%,-4%,-6%,VEEV TC-83 Vero 10K pilot screen=0.0
COc1ccc(C(=O)Nc2nnc(SCC(=O)NC3CCCC3)s2)c(OC)c1,-4%,i,0%,1%,0%,
COc1cc(CN2CC(=O)N(c3ccc(C)c(Cl)c3)C2=S)cc(OC)c1OC,-1%,2.4%,-5%,5%,1%,
Cn1c(=O)c2c(nc(CN3CCc4ccccc4C3)n2Cc2ccccc2)n(C)c1=O,-4%,7.0%,32%,4%,-2%,
CSc1ncnc2c1cnn2-c1ccc(C)cc1C,-4%,8.2%,66%,6%,11%,
CCOc1ccccc1NC(=S)NC(=O)c1ccco1,-7%,8.8%,.,.,.,

# Of the compounds above, these contain fluorine:
SMILES,influenza NS1A,VEEV TC-83 Vero,tuberculosis growth,H37Rv inhibition,PhoP GFP inhibition,others
O=C(NCc1ccccc1Cl)C(=O)NCC1OCCN1S(=O)(=O)c1ccc(F)cc1 (configuration not stated),8%,6.0%,18%,-1%,-6%,
CCOC(=O)N1N=C(c2ccc(OC)cc2)CC1(O)C(F)(F)F (configuration not stated),2%,1.0%,2%,4%,-3%,
COc1ccc([C@H]2CC(=O)C=C(c3cc(C)ccc3F)C2)cc1,10%,i,14%,0%,.,VEEV TC-83 Vero 10K pilot screen=1.6
CCCCOc1ccc(C(=O)NCC(=O)NCC(c2ccc(F)cc2)N2CCOCC2)cc1 (configuration not stated),-13%,0.4%,20%,5%,1%,
COC(=O)Cc1ccc(NC(=S)N2CCN(c3ccc(F)cc3)CC2)cc1,-5%,i,?,-1%,2%,
CC1(C)CC(NC(=O)C2CCN(S(=O)(=O)c3ccccc3C(F)(F)F)CC2)CC(C)(C)N1,-4%,0.9%,5%,-16%,-8%,
O=C(Nc1nc2ccccc2s1)Nc1ccc(F)cc1F,-23%,0.6%,1%,-5%,2%,
O=[N+]([O-])c1cc(CN2CCN(c3cccc(C(F)(F)F)c3)CC2)c2cccnc2c1O,.,8.5%,?,?,21µM*,
CCOC(=O)[C@@H]1[C@H]2COc3ccc(Br)cc3[C@H]2N2C(=O)N(c3ccc(F)cc3)C(=O)[C@]12C,13%,i,31%,-4%,-6%,VEEV TC-83 Vero 10K pilot screen=0.0
